LEDGF integ inh: blocks HIV-1 LEDGF/p75-dependent DNA integration. TR-FRET IN-LEDGF/p75 DNA integration, Eu/Cy5. inhibition, % at 3.7 µM. hit rate 0.64% among 370,000. AID 743269;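 active = inhibition above the screen-wide mean plus 3 SD, cut at about 13% in these data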;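 also: signal is the Cy5 over europium emission ratio at 671 and 618 nm; 0% = plate median of compound wells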
PG9 Ab binder: PG9 antibody binding by small molecule. TR-FRET gp120-PG9 antibody binding. inhibition, % at 6.7 µM. hit rate 0.43% among 360,000. AID 624416; in the data active = inhibition above about 8.5%
PRMT1 FP inh: PRMT1 (human) inhibition, primary screen; recombinant PRMT1, activity-based probe fluorescence polarization; hit rate 1.3% among 370,000; Q99873; inhibition, % at 2.79 µM;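 active = inhibition above about 21% made by adding two undisclosed values, limit read from the data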
Target sequence (Q99873 whole entry, looked up): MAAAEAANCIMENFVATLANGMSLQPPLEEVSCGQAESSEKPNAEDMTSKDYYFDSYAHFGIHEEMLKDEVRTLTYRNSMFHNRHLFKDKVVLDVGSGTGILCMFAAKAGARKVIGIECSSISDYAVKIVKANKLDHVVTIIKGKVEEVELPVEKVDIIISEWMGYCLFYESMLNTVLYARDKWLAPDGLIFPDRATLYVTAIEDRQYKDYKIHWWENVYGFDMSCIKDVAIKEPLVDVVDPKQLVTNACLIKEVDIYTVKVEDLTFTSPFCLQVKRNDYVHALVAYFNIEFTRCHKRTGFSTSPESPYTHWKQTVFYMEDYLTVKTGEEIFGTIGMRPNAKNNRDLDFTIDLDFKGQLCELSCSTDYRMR
HTRA1 inh: inhibitors of human serine peptidase HTRA1 | Q92743 | recombinant HTRA1, FP-rhodamine activity-based probe, fluorescence polarization | inhibition, % at 5.96 µM | hit rate 0.5% among 340,000 | AID 504803; in the data active = inhibition above about 36%;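 also: 0% = enzyme with DMSO and 100% = wells lacking enzyme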
Target sequence (Q92743 whole entry, looked up): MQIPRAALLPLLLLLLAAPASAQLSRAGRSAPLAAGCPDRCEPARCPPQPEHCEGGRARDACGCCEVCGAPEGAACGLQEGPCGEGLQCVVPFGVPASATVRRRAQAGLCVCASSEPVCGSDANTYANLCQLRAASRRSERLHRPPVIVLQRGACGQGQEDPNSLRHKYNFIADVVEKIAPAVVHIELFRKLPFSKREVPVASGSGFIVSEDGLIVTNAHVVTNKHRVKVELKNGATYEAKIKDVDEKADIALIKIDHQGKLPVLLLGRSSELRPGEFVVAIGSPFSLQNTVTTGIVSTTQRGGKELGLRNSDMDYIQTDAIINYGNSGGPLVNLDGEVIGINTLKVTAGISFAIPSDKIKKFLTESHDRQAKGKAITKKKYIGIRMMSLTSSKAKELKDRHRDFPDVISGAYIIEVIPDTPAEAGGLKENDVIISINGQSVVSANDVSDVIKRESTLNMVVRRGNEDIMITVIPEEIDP
SIAE inh: human SIAE inhibition, primary screen | inhibition, % at 9.66 µM | SIAE FP-Rh probe binding, fluorescence polarization | Q9HAT2 | hit rate 0.69% among 370,000;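 active = inhibition above a cutoff: mean of compounds within the control limits plus 3 SD of those, cut at about 17% in these data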;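 also: 0% = plate median of compound wells and 100% = probe without SIAE protein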
TDP2 inh: blocks human TDP2 phosphodiesterase activity; hit rate 0.34% among 370,000; AID 720702; recombinant TDP2, T5PNP hydrolysis, p-nitrophenol absorbance 415 nm; inhibition, % at 12.8 µM;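 active = inhibition above the mean of all tested compounds plus 3 SD, set per campaign, cut at about 25% in these data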;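 also: 0% = DMSO with enzyme and 100% = buffer with substrate but no TDP2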
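Material: recombinant human TDP2; quantity: TDP2 enzyme at 120 nM final; medium: Tris-HCl pH 7.5 with MgCl2; compound: single concentration, 12.8 µM nominal, with 1% DMSO; incubation: 2 h enzyme incubation at 37 °C; signal: epi absorbance; measure: percent inhibition; benchmarks: high control without enzyme, low control DMSO plus TDP2; repeats: singlicate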
ABHD4 inh: inhibitors of mouse ABHD4. Q8VD66. purified mABHD4, FP-Rh probe fluorescence polarization. inhibition, % at 8.92 µM. hit rate 0.54% among 370,000;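 active = inhibition exceeding the mean over every tested compound plus 3 SD, cut at about 30% in these data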;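 also: 0% = plate median of compound wells and 100% = S159A mutant with DMSO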
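Assay system: mABHD4 protein; medium: HEPES pH 7.0, NaCl, Pluronic buffer; dosing: 8.92 µM, single dose; schedule: 45 min + 60 min at 25 °C; signal: FP readout, ex 525 nm / em 598 nm; read-out: normalized percent inhibition of probe labeling; repeats: single replicate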
DDE Tn7 FP inh: disrupts Tn7 cyclic peptide binding to fibrin D-Dimer-E complex | P02675 | FP displacement of FITC-Tn7 peptide from fibrin DD(E); 0% = median of compound wells per plate | inhibition, % at 8.3 µM | hit rate 0.13% among 370,000 | AID 720508;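 active = inhibition above the mean of compounds falling within the control limits plus 3 SD of them, cut at about 14% in these data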;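 also: 0% = plate median of compound wells and 100% = 10 µM Aha-Tn7 peptide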
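Test system: human clot-derived fibrin DD(E) complex / Quantity: 2 µM final DD(E) protein / Incubation: 10 min plus 3 h, room temperature / Measured by: fluorescence polarization / Benchmarks: high control of 10 µM Aha-Tn7 peptide / Replicates: singlicate testing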
UHRF1 binding: human UHRF1 methylated DNA binding inhibitors. inhibition, % at 4.4 µM. Q96T88. hit rate 0.75% among 370,000. UHRF1 binding to methylated oligo, TR-FRET; in the data active = inhibition above about 21%;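 also: UHRF1 SRA domain binding a hemimethylated CpG hairpin DNA probe; 0% = median of test compound wells and 100% = reference inhibitor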
TCR CD3 inh: inhibitors of human TCR-CD3 interaction; TAMRA-labeled TCR probe fluorescence, biochemical; inhibition, % at 9.4 µM; hit rate 0.37% among 360,000; AID 651800; in the data active = inhibition above about 19%;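 also: recombinant mutant TCR 2C K166C tagged with TAMRA read by polarization; 0% = receptor in buffer alone and 100% = receptor with positive control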
Numbers without * were called inactive; / = not tested or not shown. Compounds were not picked by outcome, and some 4.2% of all compounds hit somewhere here.

SMILES	LEDGF integ inh	PG9 Ab binder	PRMT1 FP inh	HTRA1 inh	SIAE inh	TDP2 inh	ABHD4 inh	DDE Tn7 FP inh	UHRF1 binding	TCR CD3 inh
CCCC1CCC2(CC1)CCC2OC(=S)Nc1ccccc1Cl (configuration not stated)	5	/	1	/	-5	-6	-11	-10	-1	/
O=C(O)CNC(=O)CC12CC3CC(CC(C3)C1)C2	-2	5.0	-1	-5	6	-5	-3	-7	3	-6
CSc1ncc(C(=O)Nc2cccc(Cl)c2)c(C)n1	1	0.8	-3	-15	-7	11	-4	-1	-4	-3
CCCc1c(C(=O)N/N=C/C(C)=C/c2ccccc2)nnn1-c1nonc1N	3	-0.6	-2	-7	5	14	4	-1	-3	7
CC(=O)Nc1ccc(NC(=O)C(C)OC(=O)CNS(=O)(=O)/C=C/c2ccc(C)cc2)cc1 (configuration not stated)	0	0.1	-2	-3	5	-3	-11	-2	1	-7
CC(C)[C@H](NC(=O)c1ccc(Cl)cc1Cl)C(=O)NNC(=O)c1ccco1	3	0.8	-3	10	-2	-12	-8	3	-2	-2
C=CC(C)(C)O[C@@H]1O[C@H](CO)[C@@H](O)[C@H](O)[C@H]1O	1	0.7	-2	1	6	-5	8	-1	-4	-2
Cc1ccc(OCc2nnc(NC(=O)OCC(C)C)s2)cc1	-2	0.4	3	0	1	5	8	2	-2	3
COc1ccc(OC)c(NC(=O)C2(C)CCN2C(=O)C(C)(C)c2ccccc2)c1 (configuration not stated)	-1	-0.6	-2	/	2	-8	1	-1	1	0
Cn1cc(CN2CCC(n3nccc3NC(=O)C3CCCC3)CC2)cn1	-1	-1.2	-3	6	5	11	3	3	0	4
O=C(CC1C(=O)NCCN1C1CCCC1)NCc1cccc(OC(F)(F)F)c1 (configuration not stated)	-3	-1.0	4	-2	5	8	5	4	1	1
N#CC1=C(N2CCCCC2)c2cc3c(n2C1=O)CCCC3	2	-0.8	2	-10	-5	-1	6	4	-14	5
CCCC1CC(=O)OC1(C)C(=O)CSc1n[nH]c(-c2ccccc2)n1 (configuration not stated)	1	1.8	2	/	-3	6	-12	5	5	-7
O=C(Nc1nnc(S(=O)(=O)N2CCOCC2)s1)c1ccccc1F	1	-0.7	-1	-1	2	3	4	3	0	2
Cn1c(N)c(C(C[N+](=O)[O-])c2c(F)cccc2Cl)c(=O)n(C)c1=O (configuration not stated)	6	0.1	-3	2	1	-20	-8	7	0	-10
OCc1ccc(O)c2ncccc12	-5	-0.5	4	22	15	-5	8	6	1	5
CCOc1ccc(/C=C/C(=O)Nc2ccc3[nH]c(=O)[nH]c3c2)cc1	1	0.2	0	10	5	-12	-1	-10	-1	0
C/C(Cn1nnc([N+](=O)[O-])n1)=N\NC(=O)c1ccccc1	0	0.8	0	8	0	2	3	3	4	-2
Clc1ccc(C2CC(c3ccccc3)Nc3ncnn32)cc1 (configuration not stated)	-2	0.1	-2	-1	-3	-3	2	-1	-2	-2
O=C(N/N=C/c1ccsc1)c1cc(O)cc(O)c1	0	-1.2	5	4	1	1	-3	1	0	-2
CS(=O)(=O)N1CCC(C(=O)Nc2ccc(Cl)c(C(F)(F)F)c2)CC1	1	-0.8	-2	-1	1	-15	0	-7	3	-1
N#Cc1c(NCc2ccccc2)ccnc1NCc1cccnc1	-2	0.7	1	-1	5	2	-4	2	2	-1
CCCCc1cc(=O)oc2cc(OCC(=O)NCCN3CCOCC3)ccc12	0	-0.7	3	0	-2	-4	-10	7	5	-4
CSCCC(NC(=O)c1ccco1)C(=O)NNC(=O)c1n[nH]c(=O)c2ccccc12 (configuration not stated)	4	-1.6	-5	5	-7	-10	7	-6	-1	3
Cc1cccc(CN2CCN(C3CN(Cc4ccc([N+](=O)[O-])cc4)S(=O)(=O)C3)CC2)c1 (configuration not stated)	-3	0.1	5	/	-2	-3	-1	-1	2	-4
COc1cccc(CN2CCC(n3nccc3NC(=O)CCOc3ccccc3)CC2)c1	0	-1.4	-1	1	-3	-4	7	-1	1	6
CCc1ccc(OCC(=O)NC(NC(=S)Nc2ccc(C)cc2C)C(Cl)(Cl)Cl)cc1 (configuration not stated)	0	-0.2	3	-2	0	-1	9	-3	1	1
CC(=O)Nc1cnc(-c2cccc(C(=O)N(C)C)c2)cn1	-2	-1.2	1	/	-3	-5	5	-5	-1	-1
S=C1NC[C@H](Cc2ccccc2)N1CC1CCN(CCCCc2ccccc2)CC1	-5	-0.2	0	4	7	6	10	-2	-3	-2
CN(C(N)=NC(=O)/C=C/c1ccccc1)C(C#Cc1ccccc1)Cc1ccccc1 (configuration not stated)	2	/	-3	/	0	-1	0	4	-2	/
COc1ccccc1C1NC(=O)NC(C)=C1C(=O)OC1CCCC(C)C1 (configuration not stated)	-2	-2.0	-3	-9	2	10	-2	1	1	0
CCOC(=O)N1CCC(N2CCCC(C(=O)c3cccc(OC(C)C)c3)C2)CC1 (configuration not stated)	-3	0.2	4	-2	-6	7	4	-6	0	-10
COC(=O)CC/C(O)=C1\C(=O)CC(C)(C)CC1=NCc1nc2ccccc2[nH]1	1	-0.9	0	0	-2	7	-2	-1	14	0
CCOc1ccc(-n2c(SCC(=O)NC)nnc2-c2ccco2)cc1	1	-1.1	-4	2	0	21	-3	-7	-1	10
CN(C)S(=O)(=O)c1cccc(NC(=O)CCNC(=O)Nc2ccccc2)c1	-2	-1.1	0	-3	5	0	0	-5	1	-3
COc1ccccc1CCC(=O)NNC(=O)c1ccncc1	4	-1.4	2	-3	-7	-4	0	-1	1	1
CCOC(=O)C(N)CSC1CC(=O)N(CCc2ccccc2)C1=O (configuration not stated)	2	-1.8	22*	8	2	4	4	-1	-4	-5
Cc1ccc(S(=O)(=O)N2[C@@H](c3ccc(C#N)cc3)C(C(=O)O)=C[C@H]2C(C)(C)C)cc1	4	-0.2	1	-5	-2	15	-2	-1	0	-1
CCOC(=O)c1ccc2[nH]c3c(c2c1)CCCCC3=O	-4	-0.1	0	-10	-2	-5	-6	-1	-2	1
Cn1c(=O)oc2cc(S(=O)(=O)N3CCCC(C(=O)Nc4ccc5c(c4)OCCO5)C3)ccc21 (configuration not stated)	2	0.1	1	0	1	-3	5	5	2	7
NS(=O)(=O)c1ccc(NC(=O)c2ccccc2Cl)cc1	1	-3.0	-2	2	-1	-3	3	-5	1	5
Cc1ccc2cc(CN(c3cccc(C)c3C)S(=O)(=O)c3ccccc3)c(=O)[nH]c2c1	2	-3.0	-5	-5	-9	-24	-9	-6	0	7
CCOc1cccc(C(=O)Nc2cccc(-c3nnc(-c4ccccc4)o3)c2)c1	5	1.5	-2	-5	-5	11	5	-8	2	-3
CC(C)CNC(=O)c1ccc2c(c1)C(=O)N(Cc1ccco1)C2=O	-4	-0.4	-3	2	2	5	3	2	0	-9
Cc1cccc(OCC(=O)Nc2ccc3c(c2)OCCO3)c1	2	-0.7	0	-5	0	1	7	0	1	4
CCC(C)[C@H](NC(=O)NCCCn1ccnc1)C(=O)OC (some centres not stated)	1	-3.4	-2	0	-1	-3	10	-3	0	3
CC(C)=CCC[C@](C)(O)C1CC[C@]2(C)C1C(O)CC1[C@@]3(C)CCC(O)C(C)(C)C3C(O[C@@H]3OC(CO)C(O)C(O)C3O[C@@H]3OC(C)C(O)C(O)C3O)C[C@]12C (some centres not stated)	-2	-1.0	1	2	1	2	-4	5	-1	-2
O=C(COc1ccc(F)cc1Cl)N1CCN(C(=O)c2cccs2)CC1	1	3.4	4	6	14	-7	-6	-2	4	-2
O=C(COc1ccc(Cl)cc1Cl)Nn1c(=S)[nH]c2ncccc2c1=O	3	0.3	3	0	-7	-11	-6	3	5	-7
CCCc1cc(=O)[nH]c(SCC(=O)N(CC)c2c(N)n(Cc3ccccc3)c(=O)[nH]c2=O)n1	6	-1.1	-2	-4	-3	-11	-4	-7	4	-11
CC(NCc1ccc(N(C)C)cc1)C1CC2CCC1C2 (configuration not stated)	1	-0.5	2	3	-1	-8	8	0	-1	6
O=C1OC(=O)C2C1[C@@H]1CC[C@H]2O1 (some centres not stated)	2	-0.8	-6	2	11	0	2	-1	-2	3
O=C(COC(=O)Cc1ccsc1)Nc1ccc(S(=O)(=O)N2CCOCC2)cc1	1	-2.8	-1	4	0	7	-1	5	6	6
NS(=O)(=O)c1ccc(CCNC(=S)Nc2ccc(F)cc2)cc1	1	-0.1	-2	1	7	9	1	7	-2	6
Brc1ccc(-c2nc3ncccn3c2NC2CCCCC2)o1	-3	-1.8	1	1	2	-6	-7	9	0	-5
COc1cccc(C(C)N(C)Cc2nc(COc3ccccc3)no2)c1 (configuration not stated)	0	-1.1	1	-5	0	-13	-3	-8	1	-2
CC(C)C12CN3CC(C(C)C)(CN(C1)C3c1ccco1)C2=O (configuration not stated)	0	0.9	-2	0	1	-1	1	-1	0	6
Cc1nc(NC(CC(C)C)C(=O)O)c2nc(C)oc2n1 (configuration not stated)	-1	-1.3	-2	1	4	14	3	0	-2	-1
Cc1ccc(S(=O)(=O)Cc2ccc(C(=O)NCc3cccs3)o2)cc1	6	-2.9	-1	5	69*	-9	-1	0	2	-2
C/C(=N/NC(=O)CCCOc1ccc(Cl)cc1Cl)c1ccc(C)o1	-1	-3.3	1	-23	1	0	-5	-1	-1	2

Single records (already shown):
C/C(=N/NC(=O)CCCOc1ccc(Cl)cc1Cl)c1ccc(C)o1 across the screens: LEDGF integ inh: -1; PG9 Ab binder: -3.3; PRMT1 FP inh: 1; HTRA1 inh: -23; SIAE inh: 1; TDP2 inh: 0; ABHD4 inh: -5; DDE Tn7 FP inh: -1; UHRF1 binding: -1; TCR CD3 inh: 2
CCCc1cc(=O)[nH]c(SCC(=O)N(CC)c2c(N)n(Cc3ccccc3)c(=O)[nH]c2=O)n1 across the screens: LEDGF integ inh: 6; PG9 Ab binder: -1.1; PRMT1 FP inh: -2; HTRA1 inh: -4; SIAE inh: -3; TDP2 inh: -11; ABHD4 inh: -4; DDE Tn7 FP inh: -7; UHRF1 binding: 4; TCR CD3 inh: -11

(cont.)
SMILES	LEDGF integ inh	PG9 Ab binder	PRMT1 FP inh	HTRA1 inh	SIAE inh	TDP2 inh	ABHD4 inh	DDE Tn7 FP inh	UHRF1 binding	TCR CD3 inh
Nc1nc(CSC(=S)N2CCCCC2)nc(Nc2ccccc2)n1	-3	-0.8	1	-29	-2	12	-1	3	2	-1
Cc1ccsc1/C=C1/CN(C)Cc2c1nc1ccccc1c2C(=O)O	1	-6.1	3	8	6	-19	7	0	-5	-2
CC(C(=O)Nc1cccc([N+](=O)[O-])c1)N(c1ccccc1)S(C)(=O)=O (configuration not stated)	-9	-1.0	2	0	3	-1	-3	-1	3	-2
O=C(CSc1ccc(Cl)cc1)N1CCN(c2c(Cl)cccc2[N+](=O)[O-])CC1	-1	0.8	-3	-36	7	-4	-11	3	-3	0
